Assay outcomes (PubChem)
HSP90 refold inh = HSP90 inhibitors, primary screen, cell lysate, luminescence. Heat shock protein HSP 90 (rabbit reticulocyte lysate; luciferase refolding). Rabbit reticulocyte lysate, luciferase refolding luminescence, 3 h. inhibition, % at 5.6 µM. 0.91% of 290,000 active;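 active means inhibition above the screen-wide mean plus 3 SD, computed separately per campaign, cut at about 16% in these data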;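 further: 0% = DMSO wells and 100% = 60 µM geldanamycin wells; inhibitors lower the luminescence because luciferase stays unfolded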
IEC-6 cytotox = cytotoxicity in IEC-6 intestinal epithelial cells, primary screen, cytotoxicity control for KLF5 inhibitor project, cell-based, luminescence; 0.78% of 290,000 active; AID 1825, 2009; inhibition, % at 5 µM; IEC-6 cytotoxicity, luminescence viability; in the data active means inhibition above about 22%;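 further: 0% = plate median of test compound wells and 100% = cytotoxic reference compound wells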
Platelet DG rel = inhibitors of platelet dense granule secretion, primary screen, cell-based, MLPCN, human platelets. human platelet-rich plasma, SFLLRN dense granule ATP release, luminescence. inhibition, %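 (compounds screened at 7.5 µM in platelet-rich plasma)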. 0.22% of 300,000 active;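 active means mean replicate score, as percent of positive control, at or above 50; inconclusive means mean below 50 but at least one replicate at or above 50; inactive means mean and every replicate below 50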
HDAC3 inhib = HDAC3 deacetylase inhibitors, primary screen, biochemical, fluorescence, cell-free homogeneous; Histone deacetylase 3 (Homo sapiens), O15379; recombinant HDAC3, fluorogenic peptide/trypsin coupled; inhibition, % at 8.3 µM; 0.15% of 320,000 active; AID 2718, 2010; in the data active means inhibition above about 26%, passing the limit was not always enough; inconclusive means no clear call, values can overlap the other calls
Target sequence (O15379 whole entry, looked up): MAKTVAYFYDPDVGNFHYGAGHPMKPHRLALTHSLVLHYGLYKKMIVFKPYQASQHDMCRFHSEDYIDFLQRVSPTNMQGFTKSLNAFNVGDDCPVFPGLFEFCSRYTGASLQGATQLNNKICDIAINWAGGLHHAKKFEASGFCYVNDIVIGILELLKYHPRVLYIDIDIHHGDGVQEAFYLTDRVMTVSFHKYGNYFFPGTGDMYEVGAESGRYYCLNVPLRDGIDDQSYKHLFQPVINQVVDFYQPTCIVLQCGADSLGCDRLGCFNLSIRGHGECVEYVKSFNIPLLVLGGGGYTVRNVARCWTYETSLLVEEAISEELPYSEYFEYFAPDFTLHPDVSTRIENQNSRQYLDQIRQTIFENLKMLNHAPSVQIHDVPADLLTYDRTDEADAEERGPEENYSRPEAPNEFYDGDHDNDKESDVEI
AI-2 QS mod = Vibrio harveyi AI-2 quorum sensing modulators, primary screen, JMH597 strain, luminescence/OD600 ratio; Vibrio harveyi JMH597 AI-2 luminescence/OD600 ratio, 9 h; active compounds read low; strain lacks LuxN and CqsS sensors; 0 = neutral-control median; activity change, % at 7.5 µM; 0.4% of 300,000 active; AID 2094, 2009; in the data active means activity change below about -75%, passing the limit was not always enough; inconclusive means no clear call, values can overlap the other calls;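 further: luminescence divided by OD600 gain over 9 h not by final OD600 alone; inactives centre near 13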
HSF1 activator = HSF-1 activators, primary screen, NIH3T3-HGL cells, MG132 stress, luminescence, single point | NIH3T3-HGL HSF-1 luciferase reporter, 8 h; 100% = twice DMSO control signal | activation, % at 9 µM | 1.7% of 300,000 active | AID 504408, 2011;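 active means mean replicate activation of at least 50% with a set share of replicates each reaching 50%; inconclusive means only one of those two conditions met; inactive means mean below 50% and too few replicates reaching it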;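 further: 0% = median of the neutral control wells and 100% = twice that signal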
HIF act = HIF pathway transcriptional activators, primary screen, cell-based, U2OS HRE-luciferase, luminescence; U2OS HRE-luciferase reporter; normalized: DMSO 0%, desferrioxamine 100%; activation, % at 7.5 µM (by protocol); 0.32% of 300,000 active;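 active means mean activation of at least 10% of the iron chelator positive control signal, with at least half of replicates also reaching 10%; inconclusive means mean and replicate majority disagree about reaching 10%; inactive means mean and most replicates under 10%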
HSF1 inhib = HSF1 inhibitors in luciferase reporter cells, primary screen, cell-based, NIH3T3, luminescence. activity change, negative = inhibition, % at 7.5 µM (by protocol). NIH3T3-HGL HSE-luciferase, MG132-induced, luminescence 8 h; active compounds read low. 0.77% of 300,000 active;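 active means more than half of replicate wells show activity change below -50%, luminescence cut by over half; inconclusive means some wells, but at most half, below -50%; inactive means no replicate well below -50%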;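 further: luciferase reports HSF-1 transcriptional activity via heat shock element; 0% = median of DMSO wells and -100% = zero luminescence signal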
KLF5 inhibitor = KLF5 expression inhibitors, primary screen, DLD-1 cells, luminescence | 0.23% of 290,000 active | AID 1700, 2009 | inhibition, % at 5 µM | DLD-1 KLF5 promoter-luciferase reporter;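 active means inhibition above a per-plate limit of that plate's mean compound inhibition plus 3 SD, cut at about 60% in these data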;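 further: 0% = DMSO wells and 100% = LY294002 at 200 µM; higher means less KLF5 promoter-driven luciferase light; inactives centre near -14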
aSyn UTR inh = MLPCN primary screen, SNCA 5' untranslated region; alpha-synuclein 5'UTR reporter, inhibitor activity; 0.82% of 300,000 active; inhibition, % (tested at 7.5 µM); AID 1813, 2009; in the data active means inhibition above about 60%; inconclusive means no clear call, values can overlap the other calls;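 further: H4 neuroglioblastoma cells stably carrying SNCA 5'UTR luciferase fusion; 0% = DMSO wells and 100% = positive control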
* marks the source's active call; other numbers are inactive results; u = inconclusive; x = no result given.

SMILES | HSP90 refold inh | IEC-6 cytotox | Platelet DG rel | HDAC3 inhib | AI-2 QS mod | HSF1 activator | HIF act | HSF1 inhib | KLF5 inhibitor | aSyn UTR inh
COc1ccc(C2CC(c3ccc(Br)cc3)=NN2C(=O)CSC2=NCCS2)cc1 (stereo unspecified) | 4 | 4 | 5 | 9 | 12 | 34 | -11 | 9 | 7 | -7
CSc1ccc(CN2CCc3c([nH]c4ccccc34)C2)cc1 | 3 | 7 | 25 | -10 | x | -13 | -4.7 | -5 | -28 | 5
CC(C)c1onc(C(=O)NCc2ccccc2)c1[N+](=O)[O-] | 1 | -2 | -2 | 2 | 6 | 8 | 0.3 | 7 | 33 | 13
CCNc1nc(NCC)nc(N/N=C/c2cc(OC)c(OC)c(OC)c2)n1 | -2 | -3 | 6 | -9 | 13 | 3 | 0.1 | 8 | 3 | 4
Cc1ccc(CC2CC(=O)N(c3nc4ccccc4n3C)C2=O)cc1 (stereo unspecified) | 2 | 3 | -7 | -7 | 23 | -16 | -0.2 | -4 | -34 | 5
CCOC(=O)c1ccc(NC(=S)NCc2ccco2)cc1 | 0 | -4 | 5 | 4 | 18 | -8 | 0.0 | -14 | -8 | -25
CCCCN(CC)CCNC(=O)Cn1cc2c(n1)-c1c(oc(C(=O)N3CCCC3)c1C)CC2 | -3 | -1 | -8 | -3 | 11 | 12 | -0.5 | -1 | -9 | 5
CC(=O)Nc1ccc(S(=O)(=O)N(Cc2ccco2)Cc2cc3ccccc3[nH]c2=O)cc1 | 0 | -2 | 6 | 0 | 17 | 19 | 0.1 | -5 | -5 | 19
O=C(O)/C=C/C(=O)NCc1cn(-c2ccccc2)nc1-c1cccc(Br)c1 | 0 | -7 | -1 | 5 | 1 | -1 | -0.4 | 5 | 10 | 7
CC(=O)c1ccc(Nc2cc(C)nc3ncnn23)cc1 | -3 | -1 | 3 | 5 | 5 | -15 | 0.8 | -1 | -33 | 10
CCOc1ccc(NC(=O)CN(C)CC(=O)Nc2ccccc2C#N)cc1OCC | 0 | -6 | -9 | 11 | 9 | 7 | -0.1 | 0 | 5 | 10
CCOC(=O)c1ccc(NC(=S)N2CCN(CCNC3=CC(=O)CC(C)(C)C3)CC2)cc1 | 10 | -2 | 1 | 5 | 16 | -1 | 0.0 | -7 | -23 | 11
Cc1cc(C)c(C)c(OCCOCCNCc2ccccc2)c1 | 1 | 5 | -4 | -2 | 14 | 3 | -0.4 | 0 | -1 | 30
O=C(c1cc(COc2ccc(F)cc2Cl)on1)N1CCN(c2cnccn2)CC1 | 4 | -1 | -3 | 2 | 24 | 9 | -0.4 | 10 | -22 | 8
Cc1ccc(/C=C/C(=O)Nc2cc(C)on2)cc1 | -3 | 0 | -6 | -4 | 1 | 27 | 2.1 | 10 | -37 | -227
CCOC(=O)COc1ccc2c(C#N)c3ccccn3c2c1 | 2 | 0 | 3 | x | 13 | x | x | x | -23 | x
O=C1Nc2ccccc2C12OC1CCCCC1O2 (stereo unspecified) | 1 | 0 | 9 | -2 | 26 | 6 | -0.3 | -7 | -15 | 5
CCN1CCCC1Cn1cnc2c([nH]c3cc(OC)ccc32)c1=O (stereo unspecified) | 3 | 0 | -1 | 0 | 5 | -9 | 0.1 | -1 | -7 | -10
CN(C)CCNC(=S)Nc1ccc(F)c(F)c1F | -1 | 6 | -6 | 4 | 6 | 12 | 0.9 | 7 | -18 | -1
CCCC(Oc1ccc(Br)cc1)c1nc2c3cc(OC)c(OC)cc3nc(=S)n2[nH]1 (stereo unspecified) | 1 | -1 | 10 | 9 | 23 | -2 | -0.6 | -7 | 17 | 37
COc1cccc(OC)c1CN1CCCC(C(=O)c2ccccc2SC)C1 (stereo unspecified) | 3 | 6 | 3 | 5 | -9 | 22 | -0.3 | 8 | -13 | 42
Oc1ccc(C[C@H]2CNCCN2CCc2cccc3ccccc23)cc1 | x | x | -3 | -5 | 12 | -6 | -0.6 | 3 | x | -7
CCN(CC)CCNCc1ccc(OCc2ccc(Cl)nc2)c(OC)c1 | 2 | 4 | -4 | -6 | -1 | 18 | 1.1 | 5 | -12 | -28
COc1ccc(N/C=C/C(=O)c2ccc3c(c2)OCO3)cc1OC | -2 | -11 | 15 | 4 | -8 | -4 | -0.5 | -6 | -36 | -23
C=CCn1c(COc2cccc(C)c2)nnc1SCC(=O)c1c[nH]c2c(CC)cccc12 | 1 | -7 | -7 | -1 | 25 | 0 | -0.7 | -5 | -16 | 15
CCCCC(=O)OCC(=O)N1N=C(c2c[nH]c3ccccc23)C(O)C1c1ccc(OC)cc1 (stereo unspecified) | 0 | -5 | -4 | x | 33 | 10 | 1.6 | 0 | -12 | -10
CC(C)Oc1ccc(C(=O)NC2(C(F)(F)F)NC(=O)N(CCCc3ccccc3)C2=O)cc1 (stereo unspecified) | -4 | -1 | -1 | -3 | 30 | -8 | 0.2 | -4 | -34 | 26
O=C(/C=C/c1ccc2c(c1)OCO2)NCc1ccco1 | -3 | 1 | -11 | 3 | -28 | 39 | 0.9 | 14 | -52 | -68
Cc1ccc(C2C(C=Nc3c(C)n(C)n(-c4ccccc4)c3=O)=C(c3ccccc3)Oc3ccccc32)cc1 (stereo unspecified) | -2 | 1 | -2 | 8 | 6 | -16 | 0.5 | 0 | -20 | 19
NC(=S)NNc1cccc(Cl)c1 | 3 | 2 | -4 | -5 | 21 | 8 | 1.8 | -2 | -19 | 9
COc1ccc(-n2cnc3sc(-c4ccccc4)cc3c2=O)cc1 | -4 | 0 | -2 | -7 | 7 | u | 2.4 | 25 | -107 | -118
CCSC1=C(C#N)C(c2ccc(C)s2)CC(=O)N1 (stereo unspecified) | -3 | -1 | -2 | 0 | -17 | 17 | -0.2 | 6 | -3 | 18
CCOC(=O)C1(Cc2ccc(Cl)cc2)CCN(C2CCC2)CC1 | -2 | 2 | -1 | 1 | 14 | 1 | -0.8 | 0 | -30 | 2
Cc1ccc(OCc2ccc(C(=O)N3CCOCC3)cc2)cc1C | -1 | -5 | 6 | 5 | 22 | 23 | 1.3 | 20 | -150 | -66
CCn1cc(C(=O)O)c(=O)c2cc(S(=O)(=O)N(C)C)ccc21 | 2 | 1 | 5 | 2 | 37 | 2 | 0.0 | -2 | -28 | -3
CCOc1ccc2[nH]c3c(=O)n(CCc4ccc(OC)cc4)cnc3c2c1 | 4 | -1 | 5 | 1 | 6 | x | x | x | -40 | 5
CC(C)CN1CCN(Cc2cnc(-c3ccc(Cl)cc3)nc2)CC1CCO (stereo unspecified) | 0 | 4 | -1 | 3 | -1 | -9 | 0.6 | -6 | 6 | -78
O=C(N/N=C/c1ccc2nccnc2c1)c1ccc(Br)cc1 | 2 | -4 | 1 | 5 | 15 | -4 | 0.4 | -11 | -4 | 13
Cc1cccc(Sc2c(C=O)c3ccccc3n2C)c1 | 2 | -4 | -6 | -2 | 7 | -1 | 0.5 | -2 | -24 | 26
COC(=O)c1sc(C(C)(C)C)cc1CS(=O)(=O)c1ccc(Cl)cc1 | 1 | 0 | -2 | 3 | 18 | 10 | -0.1 | 5 | -13 | 5

Complete entries, quoted from the list. Screens in order: HSP90 refold inh	IEC-6 cytotox	Platelet DG rel	HDAC3 inhib	AI-2 QS mod	HSF1 activator	HIF act	HSF1 inhib	KLF5 inhibitor	aSyn UTR inh
Cc1cccc(Sc2c(C=O)c3ccccc3n2C)c1 across the screens: 2	-4	-6	-2	7	-1	0.5	-2	-24	26
Cc1ccc(OCc2ccc(C(=O)N3CCOCC3)cc2)cc1C across the screens: -1	-5	6	5	22	23	1.3	20	-150	-66

The list continues.
SMILES | HSP90 refold inh | IEC-6 cytotox | Platelet DG rel | HDAC3 inhib | AI-2 QS mod | HSF1 activator | HIF act | HSF1 inhib | KLF5 inhibitor | aSyn UTR inh
CS(=O)(=O)NCCCNc1ccc(Cl)cc1[N+](=O)[O-] | 1 | 3 | 4 | 1 | 28 | -14 | 0.1 | -3 | -16 | -24
CCOc1ccccc1C(=O)Nc1ccc2nc(N3CCN(c4ncccn4)CC3)cc(C)c2c1 | -3 | 4 | x | -10 | x | x | x | x | -21 | x
CCOC(=O)C1CCN(CC(=O)Nc2c(C(=O)OC)[nH]c3ccccc23)CC1 | 0 | -4 | 3 | x | 11 | 17 | -0.3 | -1 | -6 | 23
CCCCCCc1cc2cc(C(=O)NCc3ccccc3)c(=N)oc2cc1O | 1 | 4 | 3 | -3 | 22 | -14 | 0.0 | -11 | -23 | -14
Cc1ccc(C)c(OCCCCN2CCNCC2)c1C | 4 | -5 | -2 | 1 | 11 | 7 | 0.8 | 0 | -61 | -7
COC(C[C@H]1O[C@@H]1[C@@H](O)[C@H](C)OCc1ccccc1)OC | x | x | 15 | x | 10 | 5 | -0.2 | -5 | x | 12
O=C1CCCCCN1Sc1ccccc1 | 14 | 7 | 0 | 2 | 22 | 27 | 0.4 | -3 | -19 | -21
COc1ccc(C(=O)NCc2ccc3c(c2)cc(C)n3C)cc1OC | -4 | -3 | -1 | -4 | 14 | 16 | -0.5 | -1 | -16 | 27
N#CCCn1cc(C(=O)Nc2ccc(C(=O)O)cc2)c(-c2cccs2)n1 | 0 | -6 | 2 | 10 | 39 | -37 | 0.1 | -24 | -11 | -1
CCCN(C(=O)C(=O)Nc1ccc2nc3n(c(=O)c2c1)CCCCC3)c1ccc(OCC)cc1 | 10 | 0 | 0 | 4 | 30 | 1 | 0.0 | -1 | 23 | -3
CCOC(=O)CSc1nc2cc3c(cc2cc1C)OCO3 | -1 | -1 | -1 | 2 | 21 | 24 | -0.1 | 3 | -11 | -21
Cc1nn(CCOc2ccccc2)c(=O)n1-c1cccc(F)c1 | -1 | -2 | 2 | 4 | 10 | -1 | 0.4 | 12 | -21 | -32
COc1ccc(C(=O)Nn2c(C)nc3ccccc3c2=O)cc1 | 7 | 1 | -8 | -2 | -10 | -17 | 0.9 | -2 | -18 | -4
COc1ccc(NC2=NCCC2)cc1 | 2 | 3 | -35 | -1 | 5 | 1 | -0.2 | -9 | -25 | 4
COc1cc(/C=N/NC(=O)COc2c(C)cc([N+](=O)[O-])cc2C)ccc1OC(=O)c1ccccc1Br | -4 | -1 | 12 | 5 | 3 | -7 | -0.4 | 0 | -15 | 27
Cc1cccc(C(C)C)c1NC(=O)COC(=O)COc1ccc2c(C)cc(=O)oc2c1 | 4 | 2 | 19 | -10 | 29 | -1 | 0.0 | -8 | 5 | 19
NC(=O)CC[C@@H]1NC(=O)[C@@H]2CCCN2C(=O)c2cc([N+](=O)[O-])cc(I)c2NCCCC[C@@H](C(=O)NC(CC(=O)O)C(N)=O)NC1=O (stereo partly specified) | -3 | -1 | 0 | 0 | 14 | -18 | 2.3 | -4 | -2 | 11
CC(=O)C1=C(c2ccccc2)NC(=S)NC1c1ccc(O)c(O)c1 (stereo unspecified) | 1 | 3 | 11 | 6 | -14 | 14 | -0.1 | 12 | -20 | 35
